# Screens as filed in PubChem.
# ELG1 genotoxic: inducers of genotoxicity in HEK293T ELG1-luciferase cells; Potency, µM (titrated, usually from 46 µM), without a hit: at the highest dose activity change, positive = activation, hits mostly activators; HEK293T ELG1-luciferase reporter, luminescence, 16 h; 1.3% of 330,000 active; AID 504466; further: potency means the concentration at half of the fitted maximal effect; % of control where 0% means no effect; nearly all actives have a fitted effect of over 60% in size
#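 Quantitative HTS format in 1536-well plates. HEK293T ELG1-luciferase reporter cells receive test compound and are incubated 16 hr at 37 °C, 5% CO2; ONE-Glo added, 30 min room temperature, then luminescence read.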
# p53 reactivation: mutant p53 re-activation in reporter cells; H1299 p53-A138V BP100-luciferase reporter, luminescence, 24 h; Potency, µM (series often up to 92.2 µM), without a hit: top-dose activity change, positive = activation, hits mostly activators; 0.063% of 320,000 active; AID 504706; further: potency means the concentration at half of the fitted maximal effect; % of control where 0% means no effect; nearly all actives have a fitted effect of over 45% in size
#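 p53-null H1299 cells stably carrying temperature-sensitive p53-A138V and a BP100-luciferase reporter were pinned with compounds (4-point, 1:5 series) and held 24 hrs at 37 deg C. Luminescence was read 10 min after detection reagent.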
# BRCA1 expr up: BRCA1 expression activation. MCF7-BRCA1-FFLuc reporter, luminescence, 48 h; response scale: scaled: vehicle 0%, 10 µM genistein 100%. Potency, µM (doses to about 46.1 µM), for inactives: at the highest dose activation, most hits filed as activators. 1.1% of 380,000 active; further: potency means the concentration at half of the fitted maximal effect; nearly all actives have a fitted effect of over 80% in size; some results filed as inactive show a strong effect at the top dose
#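 Cells: MCF7-BRCA1-FFLuc, 2000/well. Exposure: 48 h, 37 °C, 5% CO2. Read: luminescence, 15 min post-substrate. Controls: genistein 10 microM (maximal activation), DMSO (neutral).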
# Integrin act MD: integrin-mediated muscular dystrophy alleviation activation; alpha7betagal myoblasts, beta-gal FDG fluorescence, 48 h; Potency, µM (top dose mostly 38.3 µM), for inactives: at the top dose activation, usual class: activators; 0.064% of 350,000 active; AID 624291;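 further: potency means the concentration at half of the fitted maximal effect; 100% = response of the positive control SU9516; nearly all actives have a fitted effect of over 60% in size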
#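 alpha7betagal+/- myoblasts (passage 13, 250/well) treated 48 h at 37C with compounds at 1:260 dilution of DMSO stock. Lysed, then beta-galactosidase activity read as FDG fluorescence (ex 480/em 540) after 30 min, with pre-read for autofluorescence.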
# B2AR arrestin: agonists driving beta-arrestin recruitment to human beta2-adrenergic receptor | P07550 | beta-arrestin recruitment to beta2AR, cell-based reporter | Potency, µM (series often up to 46.1 µM), for the others: top-dose activation, usual class: activators | 0.02% of 330,000 active | AID 492947;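 further: potency means the concentration at half of the fitted maximal effect; 0% = DMSO controls and full agonism = EC100 isoproterenol or metaproterenol; nearly all actives have a fitted effect of over 65% in size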
# Target sequence (P07550 whole entry, looked up): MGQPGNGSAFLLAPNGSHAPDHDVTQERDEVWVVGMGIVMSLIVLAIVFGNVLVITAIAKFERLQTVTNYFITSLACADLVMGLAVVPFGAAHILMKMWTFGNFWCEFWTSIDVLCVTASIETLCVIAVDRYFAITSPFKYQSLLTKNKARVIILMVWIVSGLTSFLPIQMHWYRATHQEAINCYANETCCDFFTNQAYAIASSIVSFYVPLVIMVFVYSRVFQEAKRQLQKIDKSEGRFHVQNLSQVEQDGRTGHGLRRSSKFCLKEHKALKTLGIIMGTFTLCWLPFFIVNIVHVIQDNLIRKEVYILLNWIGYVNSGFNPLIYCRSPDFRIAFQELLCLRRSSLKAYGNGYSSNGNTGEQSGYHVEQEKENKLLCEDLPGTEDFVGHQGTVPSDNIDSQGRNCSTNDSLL
# uPA surface inh: inhibitors of cell surface uPA generation | cell surface uPA generation assay, qHTS | Potency, µM (doses to about 38.3 µM), for the others: top-dose activity change, negative = inhibition, hits mostly inhibitors | 0.31% of 330,000 active | AID 540303; active means well fitted inhibition curve with a large enough effect; inconclusive means small, poorly fitted or top-dose-only effect; inactive means no such curve, though single readings can be large or run the other way; tested in mouse RAW 264.7 cells; further: potency means the concentration at half of the fitted maximal effect; on the % scale 0 is the no-effect control and ±100 the full control effect; nearly all actives have a fitted effect of over 55% in size
# TRPV1 ag: agonists of human vanilloid receptor 1 (TRPV1); activation, % at 8.33 µM; TRPV1-expressing cells, Fluo-8 calcium influx, agonist mode; Q8NER1; 0.19% of 320,000 active; in the data active means activation above about 80%; inconclusive means between about 30% and that limit; further: 0% is about no effect
#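 TRPV1-expressing cells were cultured overnight at 35.5C and loaded with Fluo-8 calcium dye for 40 to 90 min at room temperature. After a 10 s baseline, compound was added and calcium influx was read kinetically for 3 min (ex 480/em 520 nm).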
# USP2a block: inhibitors of human ubiquitin-specific protease USP2a; O75604; USP2 core, Ub-CHOP2 coupled fluorogenic reporter, 485/531; Potency, µM (series often up to 38.3 µM), for the others: at the top dose activity change, negative = inhibition, hits mostly inhibitors; 0.01% of 330,000 active;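 further: potency means the concentration at half of the fitted maximal effect; plate controls were DMSO wells for no effect and full inhibition by NEM control for full effect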
#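 USP2 core (10nM final) preincubated 30min RT with compound in 20mM Tris-HCl pH 8.0, 2mM CaCl2, 2mM beta-mercaptoethanol, 0.05% CHAPS; 25nM Ub-CHOP2 plus 25nM reporter substrate added, fluorescence (Ex485/Em531) read after 60min.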
# PTAP TSG101 blk: blocks PTAP/TSG101 interaction to inhibit HIV-1 budding | Q99816 | Fluorescence polarization, FITC-PTAP peptide / Tsg101 binding | Potency, µM (highest dose often 115 µM), without a hit: top-dose activity change, negative = inhibition, hits mostly inhibitors | 340,000 tested, under 10 active; active means well fitted inhibition curve with a large enough effect in the main read-out, with a control signal flat, not every such curve was filed as active; inconclusive means small, poorly fitted or top-dose-only effect, or effect the other way, or a change in a side signal; inactive means no such curve, though single readings can be large or run the other way; further: potency means the concentration at half of the fitted maximal effect; % of control where 0% means no effect
# Target sequence (Q99816 whole entry, looked up): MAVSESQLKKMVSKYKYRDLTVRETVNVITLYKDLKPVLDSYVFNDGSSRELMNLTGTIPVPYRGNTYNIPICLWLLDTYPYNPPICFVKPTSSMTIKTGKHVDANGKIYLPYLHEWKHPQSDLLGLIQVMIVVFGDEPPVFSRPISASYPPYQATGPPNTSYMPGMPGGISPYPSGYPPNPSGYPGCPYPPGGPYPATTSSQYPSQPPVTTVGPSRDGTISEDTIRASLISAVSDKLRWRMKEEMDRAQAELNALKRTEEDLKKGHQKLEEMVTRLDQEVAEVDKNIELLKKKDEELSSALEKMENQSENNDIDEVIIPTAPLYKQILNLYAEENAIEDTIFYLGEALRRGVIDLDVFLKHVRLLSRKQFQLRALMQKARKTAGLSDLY
#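 Fluorescence polarization binding of Tsg101 binding domain (10 uM final) to FITC-labeled PTAP peptide (50 nM final) in HEPES pH 7.5 buffer with NaCl, Tween 20, EDTA, TCEP. Compounds added before peptide; binding 20 min at RT.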
# Eya2 inh: blocks the phosphatase activity of human Eya2; O00167; recombinant Eya2, OMFP fluorescence dephosphorylation (OMFP is methylfluorescein phosphate); Potency, µM (highest dose often 76.9 µM), for the others: top-dose activity, negative = inhibition, hits mostly inhibitors; 0.006% of 330,000 active; further: potency means the concentration at half of the fitted maximal effect; on the % scale 0 is the no-effect control and ±100 the full control effect
#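 Eya2 (0.2 uM) preincubated 10 min at ambient with compound, then OMFP substrate added at 50 uM; 10 min reaction in 50 mM HEPES pH 7.5, 50 mM NaCl, 5 uM MgCl2, 0.05% BSA, 1 mM DTT. Fluorescence read at Ex 485/Em 525 nm.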
# ASM inhibitor: inhibitors of human secretory acid sphingomyelinase | P17405 | placental ASM, HMU-PC fluorogenic substrate, 60 min | Potency, µM (top dose mostly 57.5 µM), without a hit: at the highest dose activity change, negative = inhibition, actives largely listed as inhibitors | 0.006% of 340,000 active | AID 504937; further: potency means the concentration at half of the fitted maximal effect
#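 Human placenta-derived ASM preincubated with compound 10 min at room temperature, then reacted with 9 uM (final) fluorogenic HMU-PC substrate for 60 min at 37 C. Stop solution raises pH to 10; fluorescence read at Ex 386/Em 447 nm.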
# * marks the source's active call; other numbers are inactive results; u = inconclusive; x = not tested or not shown; [ ] = another dose, or the depositor's remark. Unless noted, the call rests on the fitted dose curve; in most records, active means well fitted curve in the direction sought with a large enough effect; inconclusive means small, poorly fitted or top-dose-only effect, or another doubt; inactive means no such curve, though single readings can be large; an effect the other way counts as inactive or inconclusive.
Compound | ELG1 genotoxic | p53 reactivation | BRCA1 expr up | Integrin act MD | B2AR arrestin | uPA surface inh | TRPV1 ag | USP2a block | PTAP TSG101 blk | Eya2 inh | ASM inhibitor
CC(C)N1C(=O)CCC1C(=O)NCc1ccccc1Cl (configuration not stated) | -0.3% | -3.8% | 2.9% | 14.4% | -0.8% | 6.2% | 1.0 | 2.6% | -0.7% | -0.8% | 0.6%
O=C(NN=C1CCN(Cc2ccccc2)CC1)C(O)c1ccccc1 (configuration not stated) | -0.8% | -3.1% | 7.7% | 12.8% | 0.2% | -2.3% | -1.9 | -1.2% | -1.6% | 2.0% | 1.6%
COc1ccccc1C(=O)NCCC(=O)NNC(=O)Cn1ccc(C(F)(F)F)n1 | -2.1% | 9.3% | -7.1% | u | -0.5% | -0.1% | 1.0 | 0.9% | -3.6% | -12.4% | 2.9%
O=C(O)COc1cccc(/C=C2/SC(=S)N(Cc3ccccc3)C2=O)c1 | -7.9% | -3.0% | -28.8% | 23.4% | 0.4% | -4.3% | -1.0 | 0.2% | 0.1% | 3.8% | -4.4%
O=C1C2CC=CCC2C(=O)N1Cc1ccccc1 (configuration not stated) | -0.4% | 0.5% | 10.8% | -6.1% | -0.8% | 6.1% | 2.0 | -0.5% | -3.5% | 4.1% | -1.8%
CCN(CC)S(=O)(=O)c1ccc(C(=O)OCn2c(SC)nnc(C)c2=O)cc1 | -1.6% | -1.0% | -6.0% | 2.3% | -0.9% | -3.0% | -3.1 | 2.8% | -4.7% | -2.0% | 4.8%
O=C(NCc1ccco1)c1noc2c1CCCCC2 | u | u | 77.7% | -3.4% | -0.3% | x | 4.9 | -0.7% | -4.2% | 4.6% | 5.0%
O=C(Nc1cccs1)Nc1cccnc1Cl | -3.4% | -9.1% | -30.0% | -40.9% | 2.4% | -7.5% | u | 3.3% | -2.7% | 1.4% | 13.7%
Cc1ccc2nsnc2c1NC(=O)c1ccccc1[N+](=O)[O-] | -0.4% | -6.8% | 6.3% | 3.1% | 1.9% | -1.8% | -4.4 | 1.6% | 0.1% | -12.5% | -2.6%
Clc1ccc(-c2nnc(SCc3nc4ccccc4[nH]3)o2)c(Cl)c1 | -2.2% | -3.0% | -28.0% | 6.1% | -0.8% | -3.5% | 7.8 | 2.2% | -7.7% | -0.7% | -2.8%
CN1C(C(=O)NCCc2cccs2)CC2Cn3c(nc4cc5ccccc5cc43)C21 (configuration not stated) | -3.6% | 3.1% | 0.0% | -9.7% | 0.2% | -14.4% | 2.1 | 1.7% | -1.2% | 3.6% | -2.1%
O=C(N/C(=C\c1cccs1)C(=O)N1CCCCCC1)c1ccccc1 | -1.1% | -2.5% | -23.6% | 5.0% | -1.4% | 0.7% | u | 2.4% | 1.9% | -3.6% | 3.3%
O=C(CCN1C(=O)c2ccccc2C1=O)OCn1nnc2ccccc2c1=O | 3.6% | -1.7% | -1.5% | -12.4% | -0.8% | -2.8% | 7.6 | 0.4% | -0.7% | -3.6% | -0.5%
COc1ccc2nc(NC(=O)CC3Oc4ccccc4NC3=O)sc2c1 (configuration not stated) | u | 8.3% | -0.2% | -28.8% | -0.2% | 0.1% | -1.1 | 0.8% | -2.3% | 4.2% | 0.0%
COc1ccccc1NC(=S)N(Cc1ccccc1)Cc1ccccn1 | -4.5% | -0.9% | -14.9% | 0.2% | -0.7% | -6.3% | 22.5 | -0.1% | -1.2% | 4.3% | 3.6%
COc1cc(OC)c(OC)cc1CN1CCCC(C(=O)N2CCCCC2)C1 (configuration not stated) | -2.4% | 0.9% | 5.8% | -7.4% | 0.0% | -5.2% | 0.9 | -3.0% | -2.3% | 11.5% | 0.4%
CCOc1ccc(NC(=O)C2CCCN(c3nc(C)cc(C)n3)C2)cc1 (configuration not stated) | 2.4% | 6.9% | -2.9% | -0.4% | -0.4% | 7.9% | u | 1.0% | -0.6% | -6.9% | 2.5%
Cc1cccc(OCCN2C(=O)C(=O)c3cc(C)ccc32)c1 | u | 19.6% | -2.9% | -26.1% | 0.0% | -2.9% | 5.0 | -2.1% | -3.3% | 2.0% | -7.9%
CCC(/C=N/NC(=O)c1ccccc1F)CC | -1.0% | u | -15.0% | -9.6% | 0.3% | -0.9% | 13.2 | 4.3% | 0.0% | -3.5% | 1.4%
ClCC1=Nc2cccc3cccc(c23)N1 | -4.0% | -3.5% | x | x | 11.6% | x | -1.4 | 9.0% | x | -5.8% | x
COc1ccc(C(C(=O)NC2CCCC2)N(CC2CCCO2)C(=O)Cn2nnc(-c3ccc(C)o3)n2)cc1 (configuration not stated) | 1.8% | 2.6% | -27.5% | -34.1% | 0.5% | -0.4% | -1.2 | 2.8% | -2.9% | u | 0.0%
COC(=O)[C@@H]1C[C@@]2(O)[C@@H](O)[C@@H](O)[C@@H](O)C[C@H]2N1Cc1ccc(C)s1 | 2.6% | 0.1% | 25.3% | 15.6% | 0.4% | -1.2% | 2.9 | -7.2% | 0.0% | 0.3% | 3.6%
CSCCC(NC(=O)c1ccc(Cl)cc1)C(=O)O (configuration not stated) | 1.8% | 0.4% | 13.2% | 14.3% | -0.3% | 6.8% | -0.5 | 3.4% | -3.7% | -5.2% | -0.4%
O=C(NCCCn1ccnc1)C(=O)NCC(c1cccnc1)N1CCN(c2ccc(F)cc2)CC1 (configuration not stated) | 1.6% | 3.8% | -23.1% | 10.3% | -1.1% | 8.1% | -15.1 | 0.5% | -3.9% | -3.0% | -0.1%
CCN(CC)CCN1C(=O)C(=O)/C(=C(/O)c2cnn(-c3ccccc3)c2C)C1c1cccs1 (configuration not stated) | u | 26.0% | x | x | -1.1% | x | 3.5 | -0.1% | x | 21.0% | x
COc1ccc(-n2ncc(C(C)NS(=O)(=O)c3ccc(C)s3)c2C)cc1 (configuration not stated) | -3.9% | -8.2% | -36.5% | 23.7% | -0.5% | 1.6% | 0.7 | 0.4% | -3.0% | 2.3% | 0.1%
COc1ccc(O)c(C(=O)c2cnc3c(c2)CN(C)C(=O)N3)c1 | 3.6% | -6.8% | -36.9% | -6.1% | -0.9% | u | 1.3 | 1.3% | -4.6% | -17.6% | 8.2%
O=c1c(-c2ccc(O)cc2)coc2c([C@@H]3O[C@H](CO)[C@@H](O)[C@H](O)[C@H]3O)c(O)ccc12 | 1.0% | 5.0% | -6.9% | 16.5% | -0.2% | -0.8% | -2.7 | -1.1% | -4.8% | 0.2% | 27.0%
Cc1ccc(NC(=O)C2CCN(S(=O)(=O)c3ccc4c(c3)NC(=O)CO4)CC2)cc1 | -3.7% | -5.9% | 1.6% | 16.4% | 0.1% | -2.1% | -4.8 | 1.1% | -1.7% | -1.5% | -2.6%
Cc1cc(C)c(C)c(S(=O)(=O)N2CCC(C(=O)N3CCN(c4ccc(F)cc4)CC3)CC2)c1C | x | x | -5.6% | -33.0% | x | -0.7% | x | x | 1.9% | x | -2.1%
CC1(c2ccccc2)CC(C)(C)N2C(=O)Cc3cccc1c32 (configuration not stated) | -5.6% | 2.1% | -12.3% | -2.4% | 0.5% | -3.0% | 1.7 | 8.3% | 0.0% | 5.2% | -4.5%
O=C(COC(=O)Cc1ccc(Cl)cc1)Nc1ccccc1-c1ccccc1 | -1.2% | 6.5% | 17.8% | 15.4% | -0.4% | 2.3% | -1.1 | 0.1% | -5.1% | -9.0% | -1.9%
O=C(O)Cn1cc(/C=N/Nc2ccc([N+](=O)[O-])cn2)c2ccccc21 | -0.1% | 21.4% | -3.0% | 7.4% | -0.1% | -1.8% | -0.1 | -0.9% | 3.5% | -1.4% | 3.4%
CCOCCOc1cccc(C(=O)NC(C)c2ccc3ccccc3c2)c1 (configuration not stated) | -5.4% | x | 9.1% | 18.2% | -0.2% | -6.6% | 16.4 | 0.2% | -0.5% | 1.5% | 0.1%
COc1cccc(Cn2c(NCc3ccco3)nc3c2c(=O)n(C)c(=O)n3C)c1 | -8.9% | -6.8% | -89.6% | -54.3%[inhibitor] | -0.1% | -8.2% | 1.9 | 1.2% | -5.0% | -4.6% | -3.3%
O=C(CCN1CCOCC1)c1ccc2c(c1)OCCO2 | 5.0% | -33.3%[inhibitor] | -68.9% | -56.4%[inhibitor] | -0.5% | -7.8% | -0.2 | -2.2% | -8.8% | 6.2% | 0.2%
